Compound activity deposited in PubChem by National Center for Advancing Translational Sciences (NCATS).
Lipid storage S3: qHTS Assay for Lipid Storage Modulators in Drosophila S3 Cells; Drosophila S3 cells, BODIPY lipid droplet fluorescence, 18-24 h; cells fed with added oleic acid; lipid storage change, negative = inhibition, % at the top dose, mostly 46.1 µM; hits show Potency in µM; actives 0.64% (n = 320,000); AID 2685; active = well fitted inhibition curve with a large enough effect in the signal ratio, with a control signal flat, not every such curve was filed as active; inconclusive = small, poorly fitted or top-dose-only effect, or effect the other way, or a change in a side signal; the % refers to the signal ratio
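Laser-scanning cytometry quantifies lipid droplet accumulation (500–530 nm total intensity; droplet/cell object ratio) in oleic acid-fed (400 uM added) Drosophila S3 cells treated with a concentration series. 20 uM Triacsin C defined 100% inhibition.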
Lipid storage S3 cell count max: further read-out of Lipid storage S3, marked with its call; cell number change, %; measured here: cell count max response;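 cells counted by Cell Tracker Red CMTPX staining in the red channel; peak over a dose series mostly up to 46.1 µM; percent activity relative to internal control wells on each plate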
* marks the source's active call; other numbers are inactive results; i = inactive; ? = inconclusive; . = no result given. % is set by controls: 0 for no effect and ±100 for the full control effect; potency is the fitted concentration of half-maximal effect. Only part of the results is shown; the hit share may differ from the screen's.

nr | SMILES | Lipid storage S3 | Lipid storage S3 cell count max
1 | Clc1cccc(C2Nc3cccc4cccc(c34)N2)c1Cl | ? | .
2 | CN(C)CCCN(C(=O)c1ccc(S(=O)(=O)N2CCc3ccccc3C2)cc1)c1nc2c(F)cc(F)cc2s1 | ? | .
3 | COc1ccc(C(=O)NCCS(=O)(=O)NCc2ccc(C)cc2)cc1 | -4% | -10
4 | CCCCNC(=S)N(CCCO)Cc1cc2cc3c(cc2[nH]c1=O)OCCO3 | i | 2
5 | Cc1csc(=O)n1CCC(=O)OCC(=O)Nc1ccc(C(N)=O)cc1 | ? | .
6 | COC(=O)c1ccc(C)c(NS(=O)(=O)c2ccc(NC(C)=O)cc2)c1 | ? | .
7 | O=C1c2ccccc2C(=O)c2c1ccc1c(=O)n(C3CCCCC3)[nH]c21 | ? | .
8 | Cc1ccc(-n2c3nc(=O)[nH]c(=O)c-3cc3cc([N+](=O)[O-])ccc32)cc1C | ? | .
9 | CC(=O)COc1ccc2cc(-c3ccccc3)c(=O)oc2c1 | ? | .
10 | COc1ccc(C(=O)COC(=O)Cn2c(C)csc2=O)c(OC)c1 | ? | .
11 | COC(=O)C1=C(C)N=C2SC(C)C(=O)N2C1/C=C/c1ccccc1OC (centres undefined) | -10% | -7
12 | COC(=O)c1ccc(NC(=O)Nc2ccccc2C)cc1 | 3% | 0
13 | O=C(Cn1cc2c(n1)CCCCC2)N1CCc2ccccc21 | i | .
14 | CCC(=O)Nc1c2c(nn1-c1ccc(F)cc1)CS(=O)(=O)C2 | -3% | 18
15 | CCn1c(C(C)C)n[nH]c1=S | -11% | -15
16 | O=C(NC(Cc1c[nH]c2ccccc12)C(=O)O)c1ccc(F)cc1 (centres undefined) | -8% | -8
17 | Cc1ccc(C(=O)Oc2oc(-c3ccco3)nc2C=Nc2ccc(Cl)cc2)cc1 | ? | .
18 | Cc1cc(C)cc(OCCNC(=O)c2ccc(Br)cc2)c1 | i | 5
19 | COc1ccc(CC(=O)N2CCc3ccccc32)cc1 | 16% | 6
20 | O=C1c2ccccc2NC(c2cccc([N+](=O)[O-])c2)N1O (centres undefined) | 0% | 6
21 | Cc1cnc(NC2=NCCC2)s1 | ? | .
22 | CC(=Nc1ccccc1)C1=C(O)CSC1=O | ? | .
23 | Cc1ccc(S(=O)(=O)N2C3C=CC(C3)C2C(=O)O)cc1 (centres undefined) | -4% | 1
24 | O=S1(=O)CCOC[C@H](CC2CCCCC2)N1Cc1cccc(C(F)(F)F)c1 | ? | .
25 | Cc1cccc(N2CCN(S(=O)(=O)c3cnc[nH]3)CC2)c1C | ? | .

Look-ups from the results shown.
Result of #4 under Lipid storage S3 cell count max: 2
Result of #11 under Lipid storage S3 cell count max: -7
Result of #20 under Lipid storage S3: 0%
Result of #15 under Lipid storage S3: -11%

(cont.)
nr | SMILES | Lipid storage S3 | Lipid storage S3 cell count max
26 | COc1cc(C(=O)NCc2cc3ccccc3n2C)cc(OC)c1OC | ? | .
27 | O=C(c1cn(-c2ccccc2)nc1-c1cccnc1)N1CCCCC1 | ? | .
28 | CCn1c(SCc2nc(-c3ccccc3)no2)nc2ccccc21 | ? | .
29 | O=C(Nc1cccc(F)c1)NC1(C(=O)NCC2CCCO2)CCCCC1 (centres undefined) | ? | .
30 | CCOC(=O)C(NCCc1ccccc1F)(NC(=O)CC)C(F)(F)F (centres undefined) | ? | .
31 | CCOC(=O)N1CCN(C(=O)CSc2ccc(-c3ccccc3OC)nn2)CC1 | 1% | 26
32 | COC(=O)C(C(=O)Nc1cccc(Cl)c1C)C1CCCC1 (centres undefined) | 24% | 3
33 | COc1ccccc1OCCn1c(C)c(C=O)c2ccccc21 | ? | .
34 | Cc1ccc(/C=C(\NC(=O)c2ccccc2)C(=O)N2CCCCC2)cc1 | ? | .
35 | CCN(CC)CCOC(=O)c1ccc(NC(=O)c2ccc(Cl)c(S(=O)(=O)N3CCCCCC3)c2)cc1 | 21% | 13
36 | Cn1c(=O)c2sccc2n(Cc2ccccc2)c1=O | 2% | 0
37 | CCC(c1nnnn1C(C)(C)C)N1CCN(C(=O)c2ccco2)CC1 (centres undefined) | ? | .
38 | COc1ccccc1CNC(=O)c1ccccc1OCc1ccc(F)cc1 | ? | .
39 | NS(=O)(=O)c1ccc(CNC(=O)c2cnccn2)cc1 | -5% | 10
40 | CN1C(C(=O)NCc2ccco2)CC2Cn3c(nc4cc5ccccc5cc43)C21 (centres undefined) | 12% | 3
41 | CC(=O)c1ccc(N2CCN(C(=O)CN(C)S(=O)(=O)c3cnc[nH]3)CC2)cc1 | -2% | 8
42 | CCOc1ccccc1NC(=O)C1Cc2ccccc2CN1S(C)(=O)=O (centres undefined) | ? | .
43 | COc1cc(C(=O)N(CCCO)Cc2cc3ccc(C)c(C)c3[nH]c2=O)cc(OC)c1OC | ? | .
44 | Cc1ccc(C(=O)CCC(=O)NCc2ccccc2)cc1 | ? | .
45 | O=C(Oc1cccc(NC2=NS(=O)(=O)c3ccccc32)c1)c1cccnc1 | -5% | -12
46 | O=c1[nH]c2ccc(F)cc2[nH]c1=O | -8% | 24
47 | Cc1ccc(C(=O)NCC(=O)NC2CCCC2)cc1 | i | .
48 | CCOC(=O)N1CCC(NC(=O)c2cc3c(C)nc4ccccc4c3o2)CC1 | -27% | -13
49 | CC(Oc1ccccc1)C(=O)Nc1cc(Cl)ccc1-n1cncn1 (centres undefined) | ? | .
50 | COc1ccc(OC)c(N(CC(=O)NCCSCc2ccco2)S(=O)(=O)c2ccccc2)c1 | i | 1
51 | Cc1ccc(C)c(NC(=O)CCn2nc(C)cc2C)c1 | ? | .
52 | O=c1c2[nH]c3ccc(F)cc3c2ncn1CCCN1CCOCC1 | ? | .
53 | CC(COc1ccccc1)N1CCC(CO)(CCc2ccccc2)CC1 (centres undefined) | 3% | -2
54 | CNC(=O)c1ccc(-c2sc3nc(N4CCOCC4)c4c(c3c2N)CC(C)(C)OC4)o1 | ? | .
55 | CCOc1ncccc1C(=O)N1CCN(S(=O)(=O)c2cccs2)CC1 | ? | .
56 | COc1ccc(C2C3=C(CCCC3=O)NC3=C2C(=O)c2ccccc23)cc1 (centres undefined) | 4% | 6
57 | Fc1ccc(-c2csc(-c3ccccn3)n2)cc1F | 5% | 2
58 | COC(=O)C1C(c2ccc(Cl)cc2)NC(c2ccc(Cl)cc2)C(C(=O)OC)S1(=O)=O (centres undefined) | ? | .
59 | O=[N+]([O-])c1cccc(-c2cc(-c3cc(Br)ccc3O)[nH]n2)c1 | ? | .
60 | Cc1cc(Oc2cc(N)cc([N+](=O)[O-])c2)ccc1Cl | ? | .
61 | C=CCn1c(C)c(C(C)=O)c(N2CCN(c3ccccc3)CC2)nc1=S | 4% | -14
62 | CC(C)C[C@H](NC(=O)c1nc[nH]c1C(=O)NCC(=O)OCc1ccccc1)C(=O)OC(C)(C)C | ? | .
63 | Cc1cccc(-c2nnc(SCC(=O)NCc3ccc4c(c3)OCO4)n2C)c1 | -14% | -7
64 | CCCCc1nc2ccccc2c(NC(=O)CNC(C)(C)C)c1CCC | ? | .
65 | COc1ccccc1Oc1ccccc1C(=O)O | ? | .
66 | Cc1occc1C(=O)Nc1cc(S(=O)(=O)N2CCOCC2)ccc1OC(C)C | ? | .
67 | CCCCN(C)C(=O)c1nc2ccccn2c1CN1CCN(C(=O)c2cccs2)CC1 | 11% | .
68 | O=C(C[n+]1ccccc1)N/N=C/c1ccccc1[N+](=O)[O-] | ? | .
69 | CN(CCCNC(=O)C1CCN(S(=O)(=O)c2cccc3nsnc23)CC1)Cc1ccccc1 | ? | .
70 | N#C/C(=C\c1ccc(OCc2ccccc2)cc1)C(=O)Nc1ccc(C(=O)O)cc1 | 21µM* | 12*
71 | O=c1[nH]nc(Cc2ccccc2)c2ccccc12 | ? | .
72 | Cc1cccc(N2CC(C(=O)Nc3ccc(S(=O)(=O)Nc4nccs4)cc3)CC2=O)c1C (centres undefined) | i | 4
73 | CCn1nc(C(=O)NNC(=O)COc2ccccc2C)c2ccccc2c1=O | ? | .
74 | CC1CN(CCCCN2C(=O)c3ccccc3C2=O)CC(C)O1 (centres undefined) | ? | .
75 | Cc1cc(C)cc(C(=O)NC(=S)Nc2ccc(Cc3ccncc3)cc2)c1 | ? | .

Down the list, from the results shown:
Lipid storage S3 for entries 42–50, in order: ?, ?, ?, -5%, -8%, i, -27%, ?, i

(continued)
nr | SMILES | Lipid storage S3 | Lipid storage S3 cell count max
76 | O=C(CN1C(=O)NC2(CCOc3ccccc32)C1=O)c1ccc(F)c(F)c1 (centres undefined) | ? | .
77 | COCCN1C(=O)C(=O)/C(=C(/O)c2cccc(OC)c2)C1c1ccc(C)o1 (centres undefined) | 13% | .
78 | Cc1ccc(CNC(=O)C2CC(c3ccccc3[N+](=O)[O-])=NO2)cc1 (centres undefined) | -11% | -1
79 | CC(=O)N1CCOc2ccc(S(=O)(=O)Nc3ccc(C)cn3)cc21 | ? | .
80 | C[C@H](NC(=O)Nc1cccc(Br)c1)C(=O)O | ? | .
81 | COc1ccc2[nH]c(C)c(C(=O)CN3CCN(C/C=C/c4ccccc4)CC3)c2c1 | ? | .
82 | COc1ccc(Cl)cc1NC(=S)N1CCCC1 | ? | .
83 | Cc1cc(C)n(/N=C/c2c[nH]c3ccccc23)c(=O)c1C#N | ? | .
84 | COc1ccc(CCNC(=O)c2ccc(CS(=O)(=O)c3ccc(Cl)cc3)o2)cc1OC | -5% | 2
85 | COc1ccc(OC)c(NS(=O)(=O)c2ccc(-c3coc(C)n3)cc2)c1 | ? | .
86 | O=C(COC(=O)c1cccs1)c1ccccc1 | 0% | 1
87 | COc1ccc(C(C)=O)cc1CC(=O)NCCCn1ccnc1 | ? | .
88 | COc1ccc(CC(=O)NCC(=O)N/N=C/c2c[nH]c3ccccc23)cc1 | 28% | 14
89 | CC(=C\c1ccco1)/C=C(\C#N)C(=O)NCCc1c[nH]c2ccccc12 | ? | .
90 | O=C(CC1SC(N2CCCCC2)=NC1=O)Nc1cccc(C(F)(F)F)c1 (centres undefined) | 0% | 1
91 | COC(=O)Cn1c(=NC(=O)C(C)C)sc2c(C)cc(C)cc21 | ? | .
92 | CCOCCCN(C)C1CCN(C(=O)c2oc3ccccc3c2NC(=O)Cc2ccc([N+](=O)[O-])cc2)CC1 | i | 20
93 | O=C(CCc1ccccn1)N1CCCC(N2CCN(c3cccc(C(F)(F)F)c3)CC2)C1 (centres undefined) | ? | .
94 | Nc1nc(-c2ccccc2)cs1 | ? | .
95 | OCC[C@@H]1C[C@@H](O)[C@H](O)[C@]2(OCCCc3ccccc32)O1 | ? | .
96 | Cc1ccccc1NC(=O)NCC1CCN(Cc2cccc(Cl)c2)CC1 | ? | .
97 | O=C(COc1ccccc1)c1cn(CC(=O)N2CCCC2)c2ccccc12 | 5% | 2
98 | NNc1nc(-c2ccccc2)nc2sc3c(c12)CCCC3 | -7% | -7
99 | COc1ccc(CCn2c(O)c(C3=c4ccccc4=NC3=O)sc2=S)cc1OC | i | 17
100 | COc1ccc(OC)c(NC(=O)CSc2nc(N)c(-c3ccccc3)c(=O)[nH]2)c1 | 12% | -20

Record cards (already shown). Screens in order: Lipid storage S3, Lipid storage S3 cell count max
COc1ccc2[nH]c(C)c(C(=O)CN3CCN(C/C=C/c4ccccc4)CC3)c2c1 is listed with ?, .
CCOCCCN(C)C1CCN(C(=O)c2oc3ccccc3c2NC(=O)Cc2ccc([N+](=O)[O-])cc2)CC1 is listed with i, 20
OCC[C@@H]1C[C@@H](O)[C@H](O)[C@]2(OCCCc3ccccc32)O1 is listed with ?, .
CC(=C\c1ccco1)/C=C(\C#N)C(=O)NCCc1c[nH]c2ccccc12 is listed with ?, .

The list continues:
nr | SMILES | Lipid storage S3 | Lipid storage S3 cell count max
101 | NS(=O)(=O)c1ccc(-c2ccc(/C=C3\SC(=S)N(C4CCS(=O)(=O)C4)C3=O)o2)cc1 (centres undefined) | ? | .
102 | Cc1ccc2[nH]c(=O)c(CN(CC3CCCO3)S(=O)(=O)c3cccc4nsnc34)cc2c1 (centres undefined) | ? | .
103 | Cc1cccc([C@@H]2[C@@H]3C(=O)N(Cc4ccccc4)C(=O)[C@@H]3[C@]3(CC(C)C)C(=O)N(c4cccc(Cl)c4)C(=O)N23)c1 | 20% | 15
104 | COc1ccc(N2CCN(CC(O)COc3c(OC)cccc3OC)CC2)cc1 (centres undefined) | 3% | 17
105 | CC1(C)OC(=O)C(=NNc2ccc(Cl)cc2)C(=O)O1 | ? | .
106 | COc1ccc(N2CCN(C(=O)CSc3ccccc3)CC2)cc1 | 17% | -8
107 | COc1nc(C)cc(C)c1S(=O)(=O)c1ccccc1C | -16% | -2
108 | CCc1nnc(NC(=O)CSc2nc3ccccc3s2)s1 | ? | .
109 | CCn1c(Cc2ccccc2)nnc1SCC(=O)NC1CCCC1 | 0% | -7
110 | O=C(CCN1C(=O)/C(=C/c2ccccc2)SC1=S)N1CCCCCC1 | ? | .
111 | COCCN(C(=O)CSc1nc2ccc(OC)cc2[nH]1)c1c(N)n(Cc2ccccc2)c(=O)[nH]c1=O | ? | .
112 | CC1CCN(S(=O)(=O)c2ccc3c(c2)oc(=O)n3C)CC1 | i | 25
113 | COC(=O)/C=C1\SC(=NC(=O)c2ccc(C)cc2)NC1=O | ? | .
114 | CCN(CC)C(=O)COc1ccc(/C(C)=N/NC(=O)c2ccccc2-n2cccc2)cc1 | ? | .
115 | CC(C)Nc1nc(-c2ccccc2)nnc1-c1ccccc1 | ? | .
116 | COc1ccccc1OCCn1nnc2ccccc21 | ? | .
117 | O=C(Nc1nnc(-c2ccccc2Cl)s1)c1ccccc1F | -16% | 11

In a second layout: results already given.
109: CCn1c(Cc2ccccc2)nnc1SCC(=O)NC1CCCC1
  Lipid storage S3: 0%
  Lipid storage S3 cell count max: -7
110: O=C(CCN1C(=O)/C(=C/c2ccccc2)SC1=S)N1CCCCCC1
  Lipid storage S3: ?
  Lipid storage S3 cell count max: .
